Compound activity from PubChem.
PAD4 FP inh = inhibitors of human PAD4 | Q9UM07 | recombinant PAD4, RCA probe fluorescence polarization | inhibition, % at 6.36 µM | actives 0.41% (n = 330,000);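 active = percent inhibition above a cutoff equal to the mean of all tested compounds plus 3 SD, cut at about 15% in these data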;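 note: 0% = PAD4 with RCA probe and DMSO and 100% = probe without PAD4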
MCL1 BIM primary = disrupts human MCL1 binding to BIM-BH3 peptide; Q07820; GST-MCL1 / FITC-Bim-BH3 fluorescence polarization; inhibition, % at 10.9 µM; actives 0.68% (n = 320,000); AID 2057;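 active = inhibition above the mean inhibition of all tested compounds plus 3 SD, set per campaign, cut at about 40% in these data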;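 note: 0% = DMSO wells and 100% = unlabeled Bim-BH3 peptide control; higher means more loss of mP so more displacement of Bim peptide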
MEX-5 binding = C. elegans MEX-5 TCR-2 RNA binding activity; Q9XUB2; MEX-5/FITC-TCR2 RNA binding, fluorescence polarization; stronger effect = lower value; activity score (negative = inhibition of binding), % at 10 µM; actives 0.38% (n = 300,000); AID 1832;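 active = inhibition past about -25% in most replicates, and total fluorescence under double the plate's negative control median, limit read from the data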;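 note: 0% = DMSO and -100% = 5 µM competing unlabeled TCR2 RNA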
TPT1 inh = inhibitors of Candida albicans tRNA 2'-phosphotransferase TPT1; recombinant caTPT1, FP RNA substrate dephosphorylation; inhibition, % at 5 µM; actives 0.81% (n = 300,000);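 active = inhibition above the mean of all tested compounds plus 3 SD, set per screening campaign, cut at about 24% in these data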;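 note: plate controls were DMSO alone for no effect and ferristatin control at 100 nM for full effect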
PME-1 inh = blocks human protein phosphatase methylesterase 1; Q9Y570; inhibition, % at 5.9 µM; AID 2130; recombinant PME-1, FP-Rh probe fluorescence polarization; actives 0.53% (n = 320,000);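 active = inhibition above the campaign mean of all compounds plus 3 SD, cut at about 26% in these data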;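 note: competitive labeling of PME-1 active site by serine hydrolase directed probe; 0% = PME-1 with DMSO and 100% = wells lacking PME-1 enzyme; inhibitors block probe labeling so polarization falls and inhibition rises; many of its hits are not listed in these tables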
Fam108B counter = blocks mouse Fam108B hydrolase in RBBP9 counter-screen; recombinant Fam108B, FP-Rh probe fluorescence polarization; inhibition, % at 9.51 µM; actives 0.33% (n = 300,000); AID 1947;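 active = inhibition above the screen mean inhibition plus 3 SD, computed separately per campaign, cut at about 18% in these data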;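 note: inhibitors lower polarization as less probe binds the enzyme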
BCLXL inh = Bcl-xL (human) inhibition. Q07817. GST-Bcl-xL / FITC-Bim BH3 peptide fluorescence polarization. inhibition, % at 10.9 µM. actives 0.7% (n = 320,000). AID 2129;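 active = inhibition above the mean of all tested compounds plus 3 SD, cutoff set per campaign, cut at about 30% in these data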;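 note: 0% = DMSO wells and 100% = unlabeled Bim-BH3 peptide competitor; inhibitors lower millipolarization by displacing the labeled peptide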
GSTO1 counter = GSTO1 inhibition, counter-screen for RBBP9 inhibitors | inhibition, % at 5.96 µM | recombinant GSTO1, activity-based probe fluorescence polarization | AID 1974 | actives 1.1% (n = 300,000);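 active = inhibition above the campaign mean inhibition plus 3 SD, cut at about 35% in these data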;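 note: 0% = GSTO1-1 with DMSO and 100% = wells lacking GSTO1-1 enzyme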
GLD-1 TGE inh = GLD-1-TGE RNA interaction inhibition (C. elegans); AID 2280; Q17339; purified GLD-1 + fluorescein TGE RNA, fluorescence polarization; inhibition, % at 5.96 µM; actives 0.44% (n = 320,000);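 active = percent inhibition above a per-plate cutoff, the plate mean of test compounds plus 3 SD, cut at about 30% in these data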;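 note: 0% = DMSO wells with GLD-1 and probe and 100% = wells lacking GLD-1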
* hit, by the source's call; nt = no result given.

SMILES	PAD4 FP inh	MCL1 BIM primary	MEX-5 binding	TPT1 inh	PME-1 inh	Fam108B counter	BCLXL inh	GSTO1 counter	GLD-1 TGE inh
O=C(Cn1nnc2ccccc21)NNC(=S)NC1CCCCC1	5	1	0.3	-2	0	-1	-1	11	8
C/C(=N/NC(=O)c1cccs1)c1cccc(NC(=O)C2CC2)c1	-10	5	0.9	4	-8	-2	0	-5	1
O=C(CN(Cc1ccco1)C(=O)CNS(=O)(=O)c1ccc(Cl)cc1)NCc1ccco1	-3	0	0.0	3	3	3	5	0	-4
O=C(c1ccc(Cl)c(NC2=NC3CS(=O)(=O)CC3S2)c1)N1CCN(c2ccccc2)CC1 (stereo not drawn)	2	22	-0.3	0	1	0	1	2	-2
O=C(CN1CCCCCC1)NCCc1ccc(F)cc1	4	1	nt	-2	1	-1	2	-1	6
CCCCN1CC(O)=C(c2nc3ccccc3[nH]2)C1=N	-2	2	1.9	0	-2	1	5	5	4
COc1cc(S(=O)(=O)n2c(C)nc3ccccc32)ccc1F	-2	7	2.7	1	-8	-3	5	1	5
CCN(CC)C(=O)CSc1nnc2nnc3cc(Cl)ccc3n12	13	88*	-32*	-39	-5	-1	93*	19	123*
COc1ccccc1NC(=O)Cn1nnc(C(=O)Nc2ccccc2)c1N	0	-5	-1.1	2	1	1	0	11	-1
COc1ccc(C2c3c(ncn(CCN4CCOCC4)c3=N)Oc3ccc4ccccc4c32)cc1 (stereo not drawn)	-8	3	1.2	1	-2	-1	3	-9	-5
COC(=O)Cc1ccc(NC(=S)N2CCCCC2C)cc1 (stereo not drawn)	-1	0	0.9	-1	-5	2	-2	1	0
O=C(NCc1ccccc1)NC1CC2CCC(C1)N2Cc1ccco1 (stereo not drawn)	4	4	2.3	1	3	-6	3	8	-1

Results in PME-1 inh and PAD4 FP inh, for some of the entries so far:
smiles	PME-1 inh	PAD4 FP inh
COc1cc(S(=O)(=O)n2c(C)nc3ccccc32)ccc1F	-8	-2
COC(=O)Cc1ccc(NC(=S)N2CCCCC2C)cc1 (stereo not drawn)	-5	-1
O=C(CN1CCCCCC1)NCCc1ccc(F)cc1	1	4

Next records follow:
SMILES	PAD4 FP inh	MCL1 BIM primary	MEX-5 binding	TPT1 inh	PME-1 inh	Fam108B counter	BCLXL inh	GSTO1 counter	GLD-1 TGE inh
Clc1ccc(CN2CCC(c3nc4ccc(Cl)cc4[nH]3)CC2)cc1	3	-4	-2.7	5	2	-2	-6	12	4
COCC(=O)Nc1cc(C(=O)OC)cc(C(=O)OC)c1	-1	5	-2.4	-6	-5	2	2	7	3
CCC(C(=O)OCC(=O)Nc1c(C)n(C)n(-c2ccccc2)c1=O)c1ccccc1 (stereo not drawn)	-1	0	0.8	-3	0	2	-1	-2	8
COc1ccc(-c2ccnc(SCC(=O)c3ccc(Br)cc3)n2)cc1	3	0	3.7	2	-3	-6	2	-4	2
COc1ccc(NC(=O)CN2C(=O)NC(C)(c3ccc(C)cc3)C2=O)c([N+](=O)[O-])c1 (stereo not drawn)	3	-2	1.3	0	6	0	0	23	-6
CC1Cc2cc(/C(O)=C3/C(=O)C(=O)N(CCCn4ccnc4)C3c3ccncc3)ccc2O1 (stereo not drawn)	7	-5	0.4	1	-2	-1	0	2	-1
O=C(Nc1nnc(SCc2c(Cl)cccc2Cl)s1)C1CCCO1 (stereo not drawn)	3	7	-2.6	2	-3	0	2	-8	1
COC(=O)c1cc(COc2ccc3c4c(c(=O)oc3c2)CCCC4)c(C)o1	2	-2	1.3	-2	-5	-2	0	8	8
Cc1ccc(-c2nn(-c3ccccn3)c(=O)c3ccccc23)cc1	-8	-1	-2.1	1	2	-6	23	0	-8
O=C(NC1CCN(C(=O)Nc2cccc(Cl)c2)CC1)C1CCCCC1	-1	-2	-1.9	-3	-13	-3	3	1	-1
CCOC(=O)N1CCN(C(=O)c2ccc(SC)cc2OC)CC1	-2	7	2.7	-2	0	0	4	0	6
COc1ccc(Cc2c(O)nc(SC)n(C(C)=O)c2=O)cc1	2	4	0.3	-3	-3	5	7	28	3
CCc1ccc(C(=O)Cc2cc3cccc(OC)c3oc2=O)cc1	-1	0	3.4	-1	-7	-8	4	3	1
Cn1nc(C(C)(C)C)cc1C(=O)NNC(=O)c1cccc(Cl)c1	-6	-8	1.2	3	3	-1	-7	-4	-4
COc1cc(NC(=S)NCCc2ccc(S(N)(=O)=O)cc2)c(OC)cc1Cl	-1	8	2.5	3	11	1	6	10	-1
CC(C)(C)c1ccc(OCCn2ccccc2=O)cc1	0	2	-1.0	3	-4	1	4	1	0
CCOC(=O)c1cc(C)n(CCCN2CCOCC2)c1C	0	7	1.2	-1	-1	2	5	8	3
CCCC(=O)Nc1nc2ccc(NC(=O)c3ccc(Br)o3)cc2s1	-8	1	3.3	-4	-2	5	2	-29	7
O=c1c2ccccc2nc2c3ccccc3cnn12	-6	6	-3.1	-2	-2	0	7	11	4
CCN1C(=O)/C(=C\N(C)C)c2ccccc21	-4	0	2.8	-3	0	3	2	4	2
O=C(c1ccccc1)c1cccn1CC(=O)N1CCN(C2CCCCC2)CC1	3	-2	1.0	-3	-1	-2	0	-1	5
O=C(NCCN1CCCC(O)C1)c1cc(COc2c(F)cccc2F)on1 (stereo not drawn)	-2	0	-0.3	-4	1	-7	3	-2	3
CC(C)(C)OC(=O)N1CCN(C(=O)c2nc[nH]c2C(=O)N2CCN(c3ccccc3)CC2)CC1	-1	7	nt	nt	-2	nt	4	nt	-1
COC(=O)c1cnn(-c2ccc(F)cc2F)c1/C=N/NC(N)=S	-2	7	2.2	1	9	3	11	3	-1
O=C(CCl)Nc1ccccc1C(=O)NCc1ccccc1	-1	2	-1.4	-2	-4	-3	4	86*	5
NS(=O)(=O)c1ccc(NC(=O)CCC(=O)N2CCOCC2)cc1	3	1	-0.7	4	4	-1	0	6	-2
CC(=O)c1c(C)nc2sc3c(=N)n(N)cnc3c2c1-c1ccc(Cl)cc1	2	6	3.1	-1	-1	3	7	1	2
CC(=O)Nc1ccc(S(=O)(=O)N2CCOCC2)cc1	1	-3	-1.2	-6	-4	-2	2	5	-3
Cc1ccc(S(=O)(=O)N(CC(=O)NCCSCc2ccco2)c2cc(C)ccc2C)cc1	4	1	2.4	7	-5	1	1	0	7
Cn1ncc2c(N3CCOCC3)ncnc21	-1	14	1.7	-2	-10	4	10	1	13
CC(=O)OC1CC(C)(C)N(OC(=O)CCCN2C(=O)c3ccccc3C2=O)C(C)(C)C1	0	14	2.9	-1	-3	-2	6	4	6
CC(=O)Nc1ccc(NC(=O)C(C)OC(=O)c2ccccc2C(=O)c2ccc(Cl)c([N+](=O)[O-])c2)cc1 (stereo not drawn)	5	-19	0.8	-2	3	-4	0	15	-5
Cc1cc(C)cc(NC(=O)CS(=O)(=O)c2ccccc2)c1	1	1	-1.6	0	-8	-2	2	3	4
C=CCn1c(O)c(N=NC(=O)c2ccc3c(c2)OCO3)c2ccccc21	-3	2	2.5	4	2	6	2	-1	3
O=C(C1=C(O)C(=O)N(CCOCCO)C1c1cccs1)c1cccs1 (stereo not drawn)	-1	3	-0.8	2	0	1	3	0	4
COc1ccc(N2CCN(C(=O)CCS(=O)(=O)c3ccc4c(c3)CCN4C(=O)C3CC3)CC2)cc1	3	11	2.1	1	-11	5	4	6	2
CSc1ccc(COC(=O)CCS(=O)(=O)c2ccc(C)cc2)cc1	0	-2	-1.8	-1	-2	1	3	29	5
[O-][N+]12CCCCC1CCCC2CO (stereo not drawn)	1	5	3.1	4	0	-2	1	-1	4
O=C1C2CC=C(Cl)CC2C(=O)N1CCC[n+]1cccc2ccccc21 (stereo not drawn)	-1	8	-0.4	0	2	-2	0	-3	-4
COc1cccc(CN2CC(C(=O)NCCOc3ccccc3F)CCC2=O)c1 (stereo not drawn)	0	-1	1.2	-2	11	0	2	6	9
O=C(Nc1nnc(-c2ccco2)o1)c1cccc(N2C(=O)CCC2=O)c1	2	17	-5.1	-2	1	0	8	21	1
CC(=O)N1c2ccccc2C2CCCC[C@H]21 (stereo partly drawn)	0	5	nt	nt	-1	nt	2	nt	4
CCC(=O)NCCCc1nc(-c2ccccc2)no1	-1	8	-1.2	1	5	1	2	-2	6
O=[N+]([O-])c1cc(S(=O)(=O)N2CCCC2)ccc1N/N=C/c1ccncc1	-1	8	-0.2	-2	8	1	3	-2	1
CCOc1ccc(CCNC(=O)COC(=O)COc2ccc(C#N)cc2)cc1OCC	-1	-3	nt	nt	5	nt	-1	nt	6
Cc1ccc(S(=O)(=O)N(c2cccc(C)c2)C2CCS(=O)(=O)C2)cc1 (stereo not drawn)	-2	2	0.5	-1	4	-4	3	10	2
O=C(/C=C/c1ccccc1)N1CCC(N2CCC(C(=O)N3CCOCC3)CC2)CC1	0	-5	1.8	-2	-5	-1	-5	0	2
O=C1CCCC2=C1C(c1ccc(O)c(O)c1)Nc1ccc3ncccc3c12 (stereo not drawn)	1	50*	-6.8	-4	-10	-6	36*	78*	7
CC1(C)CC(=O)C(C=Nc2ccc(O)cc2)=C(O)C1	0	7	-3.8	0	5	0	7	38*	11
Cc1ccccc1NC1=NC(C)(C)N=C(N)N1	2	-10	1.9	1	1	0	-3	2	4
Cc1cccc(C)c1NC(=O)C(NC(=O)c1ccccn1)c1ccc([N+](=O)[O-])cc1 (stereo not drawn)	-1	0	2.2	-2	-2	1	2	8	-1
Nn1cnc2c(c1=O)C1(CCCCC1)Cc1ccccc1-2	-6	6	3.3	2	0	0	5	6	8
C/C(=N\O)c1cc(Cl)cc(Cl)c1O	10	5	nt	-3	14	6	0	7	7
COc1ccc(-c2nc(CCl)cs2)cc1OC	5	3	-2.5	1	-12	0	10	28	3
O=C(NC1CCCCCC1)c1c(F)c(F)c(F)c(F)c1F	2	-3	2.7	0	-4	1	-1	6	1
CCOC(=O)c1ccc(N/C(=N\S(=O)(=O)c2ccccc2C)c2ccccc2)cc1	-1	0	-0.2	-2	-6	0	1	-5	7
O=C(NC1CCCC1)C1CCN(S(=O)(=O)N2CCCCC2)CC1	-1	-11	0.4	0	4	0	3	0	6
Cc1ccc(SCCN2CCC(NC(=O)OCc3ccccc3)CCC2=O)cc1 (stereo not drawn)	3	3	0.9	1	-5	-1	0	6	3
Cn1c(SCC(=O)NC2CCCCC2)nnc1-c1cccc(N)c1	-1	-29	-1.4	3	-8	-1	-14	8	3
Cc1cc(F)ccc1S(=O)(=O)Nc1ccccc1C(=O)NCc1ccccn1	1	0	-1.9	0	1	1	-8	-6	0
Additional compounds follow:
SMILES	PAD4 FP inh	MCL1 BIM primary	MEX-5 binding	TPT1 inh	PME-1 inh	Fam108B counter	BCLXL inh	GSTO1 counter	GLD-1 TGE inh
COc1cc(NC(=O)COC(=O)CCCC2=NS(=O)(=O)c3ccccc3N2)cc(OC)c1	-1	4	-0.3	0	-3	1	1	4	2
O=C(CN1CCN(c2ccccc2)CC1)Nc1ccncc1	-2	6	1.7	-1	4	-2	1	2	2
COc1ccc(-c2noc(CSc3nc(N)c(-c4ccccc4)c(=O)[nH]3)n2)cc1	-2	0	-1.8	1	1	1	-1	2	-6
CC1CCCCN1S(=O)(=O)c1ccc2[nH]c(=O)cc(C(=O)NCCCN3CCCCCC3)c2c1 (stereo not drawn)	1	3	0.7	1	3	-1	2	-6	1

The list is partial (hit frequency here may not be typical).
